Screening data from PubChem BioAssay.
cardiac RTF act: cardiac RTF calcium sensitivity activators, primary screen, biochemical, IANBD-TnC fluorescence, EC20 calcium | AID 493008, 2010 | 0.24% of 340,000 active | activation, % at 7.2 µM | IANBD-labeled TnC RTF fluorescence at EC20 calcium; 0% EC20 calcium, 100% full calcium;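 active means activation above the mean over all tested compounds plus 3 SD, cut at about 30% in these data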;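 further: rise in fluorescence read as greater calcium sensitivity of cardiac thin filaments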
PKA-R2B act: activators of PKA-R2B holoenzyme, primary screen, biochemical, fluorescence polarization, Cy5-IP20, human; cAMP-dependent protein kinase catalytic subunit beta (Homo sapiens) + cAMP-dependent …; PKA-R2B holoenzyme dissociation; R2B truncated from residue 108, S112A mutant; 0% DMSO only, 100% 113 µM cGMP; AID 504700, 2011; 0.079% of 340,000 active; activation, % at 11.4 µM;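 active means activation above a cutoff set at the mean over all compounds plus 3 SD, cut at about 18% in these data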;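 further: higher means more holoenzyme dissociation and a rise in polarization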
LANA DNA inh: inhibitors of KSHV C-LANA binding to DNA, primary screen, biochemical, fluorescence polarization, FAM-LBS DNA, MBP-C-LANA, single point | AID 504423, 2011 | Kaposi's sarcoma herpesvirus LANA C-terminal domain (residues 932-1162) DNA binding | 0.078% of 340,000 active | inhibition, % at 9 µM;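 active means highest replicate inhibition at or above 60% at 9 µM, even if other replicates fall short; inactive means all replicates below 60% inhibition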;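 further: 0% = neutral control wells and 100% = 4 µM acridine orange control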
Cardiac RTF inh: cardiac RTF calcium sensitivity inhibitors, primary screen, biochemical, IANBD-TnC fluorescence, EC70 calcium. IANBD-labeled cardiac RTF, Ca2+ fluorescence. inhibition, % at 7.15 µM. 0.12% of 340,000 active. AID 493244, 2011;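 active means inhibition above the mean inhibition of all tested compounds plus 3 SD, cut at about 17% in these data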;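 further: assay run at fixed EC70 calcium of 1.6 mM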
Keap1 Nrf2 FP: Keap1-Nrf2 protein-protein interaction inhibitors, primary screen, biochemical, fluorescence polarization, single point. Kelch-like ECH-associated protein 1 (Homo sapiens), Q14145. Keap1 Kelch-Nrf2 peptide fluorescence polarization, 1536-well. inhibition, % at 9.4 µM. 0.15% of 340,000 active; in the data active means inhibition above about 12%;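 further: human Keap1 Kelch domain with fluorescein labeled Nrf2 9mer peptide probe; 0% = neutral control wells and 100% = peptide positive control; higher means more block of Keap1 binding to Nrf2 peptide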
Rtt109 HAT inh: inhibitors of C. albicans Rtt109/Vps75 HAT, primary screen, biochemical, ThioGlo CoA-SH fluorescence, plate reader | purified Rtt109/Vps75, 4 h | inhibition, % at 34.9 µM | 0.16% of 330,000 active | AID 540336, 2011;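 active means inhibition of at least 50% in every replicate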
Target sequence (Q5AAJ8 whole entry, looked up): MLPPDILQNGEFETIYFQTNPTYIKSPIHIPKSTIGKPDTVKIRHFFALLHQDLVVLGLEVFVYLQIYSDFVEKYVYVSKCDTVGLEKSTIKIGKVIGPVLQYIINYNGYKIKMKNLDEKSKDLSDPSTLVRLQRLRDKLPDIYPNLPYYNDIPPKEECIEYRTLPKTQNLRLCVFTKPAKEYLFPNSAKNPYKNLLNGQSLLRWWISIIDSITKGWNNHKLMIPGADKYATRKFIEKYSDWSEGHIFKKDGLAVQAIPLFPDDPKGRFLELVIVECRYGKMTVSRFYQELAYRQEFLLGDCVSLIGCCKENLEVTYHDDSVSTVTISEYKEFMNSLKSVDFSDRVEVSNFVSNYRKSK
SR-BI uptake up: activators of SR-BI mediated DiI-HDL uptake, primary screen, ldlA[mSR-BI] CHO cells, DiI fluorescence; 3 h; 100 = double the neutral-control signal; activation, % at 12.5 µM; 0.096% of 320,000 active;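 active means mean replicate activation of at least 60% and every replicate at or above 60%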;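 further: 0% = median plate neutral-control signal and 100% = twice that signal; values of inactives mirror those of a sister screen read the other way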
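material = CHO ldlA[mSR-BI] cells | medium = Ham's F12 with 0.5% BSA, HEPES 25 mM, pH 7.4 | reagent = fluorescent DiI-HDL, 10 µg/mL final | compound dosing = single-point compound dose | incubation = 3 h, 37 °C | measured by = bottom-read fluorescence, 550/595 nm | measure = HDL uptake via cellular fluorescence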
DAGLB inh: DAGLB lipase inhibitors, primary screen, biochemical, fluorescence, HTS. Diacylglycerol lipase-beta (Homo sapiens), Q8NCG7. HEK293T DAGLB membrane lysate, EnzChek fluorogenic substrate. inhibition, % at 5.17 µM. 0.059% of 340,000 active; in the data active means inhibition above about 34%;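 further: 0% = enzyme with vehicle and 100% = wells lacking enzyme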
Target sequence (Q8NCG7 whole entry, looked up): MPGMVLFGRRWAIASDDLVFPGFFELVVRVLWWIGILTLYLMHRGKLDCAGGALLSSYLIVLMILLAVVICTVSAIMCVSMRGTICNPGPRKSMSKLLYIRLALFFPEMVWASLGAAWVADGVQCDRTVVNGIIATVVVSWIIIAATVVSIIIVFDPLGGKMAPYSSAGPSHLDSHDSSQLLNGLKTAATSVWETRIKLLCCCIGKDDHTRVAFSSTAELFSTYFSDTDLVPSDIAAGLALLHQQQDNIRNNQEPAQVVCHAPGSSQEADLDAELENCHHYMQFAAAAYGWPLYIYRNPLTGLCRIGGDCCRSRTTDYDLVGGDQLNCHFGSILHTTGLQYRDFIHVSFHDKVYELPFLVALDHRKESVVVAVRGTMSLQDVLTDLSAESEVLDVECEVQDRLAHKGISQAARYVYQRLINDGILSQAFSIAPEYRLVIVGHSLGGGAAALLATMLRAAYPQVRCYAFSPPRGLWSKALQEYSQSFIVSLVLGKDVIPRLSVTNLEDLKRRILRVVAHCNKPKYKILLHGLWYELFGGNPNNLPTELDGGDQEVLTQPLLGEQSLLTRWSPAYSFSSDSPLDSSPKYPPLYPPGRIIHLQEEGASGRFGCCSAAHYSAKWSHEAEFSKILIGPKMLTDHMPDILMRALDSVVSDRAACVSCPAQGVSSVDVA
CAL PDZ FP-1: untagged CAL PDZ binding inhibitors, primary screen, biochemical, fluorescence polarization, HTS. Golgi-associated PDZ and coiled-coil motif-containing protein (Homo sapiens), Q9HD26. purified CAL PDZ, TMR-peptide fluorescence polarization, 1 h. inhibition, % at 24.9 µM. 0.92% of 300,000 active. AID 602252, 2012;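 active means mean inhibition of at least 30% with at least half of replicates also reaching 30%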;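 further: 0% = DMSO neutral control and 100% = excess unlabeled competitor peptide PRC23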
CAL PDZ FP-2: CAL PDZ peptide-binding inhibitors, primary screen, biochemical, fluorescence polarization, Cer-tagged CAL PDZ, HTS | Golgi-associated PDZ and coiled-coil motif-containing protein (Homo sapiens), Q9HD26 | purified CAL PDZ, TMR-peptide fluorescence polarization, 1 h | inhibition, % at 20 µM | 0.02% of 330,000 active | AID 504414, 2011;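 active means highest replicate inhibition of at least 40%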;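 further: plate controls were DMSO neutral control wells for no effect and unlabeled competitor peptide control wells for full effect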
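material = purified tagged CAL PDZ domain construct (CerCALP) | compound dosing = 20 µM, one dose | times = 1 h at RT | measured by = fluorescence polarization from S- and P-plane intensities, G-factor corrected | read-out = inhibition from polarization loss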
Active calls of the source: *; . = not tested or not shown.

SMILES	cardiac RTF act	PKA-R2B act	LANA DNA inh	Cardiac RTF inh	Keap1 Nrf2 FP	Rtt109 HAT inh	SR-BI uptake up	DAGLB inh	CAL PDZ FP-1	CAL PDZ FP-2
COc1ccc(OC)c(CCNC(=O)CN2C(=O)COc3ccc(S(=O)(=O)N4CCOCC4)cc32)c1	0.8	-0.4	-0.8	0.6	-2.9	1.0	.	-0.8	-3.5	-2.9
Cc1n[nH]c(C)c1S(=O)(=O)N1CCN(C2CCCCC2)CC1	-3.7	-10.8	3.2	-1.3	-7.9	-4.1	2.0	-0.7	4.2	1.1
Cc1nc2scc(-c3ccco3)c2c(=O)n1/N=C/N(C)C	7.0	-4.8	2.0	-0.3	-4.9	4.6	15.5	1.5	-0.7	-3.1
Cn1c(N=Cc2ccc([N+](=O)[O-])cc2)c(N)c(=O)n(C)c1=O	-4.9	-2.9	-0.4	-8.5	-3.7	5.7	-1.0	3.3	-4.8	-1.0
Cn1c(SCC(=O)NCC2CCCO2)nc2c([nH]c3ccccc32)c1=O (stereo unspecified)	-10.2	3.3	0.6	1.0	-4.1	37.3	-14.1	-4.0	-3.3	-1.2
CCOC(=O)c1ccc(NC(=O)CC2S/C(=N/N=C/c3c[nH]c4ccccc34)NC2=O)cc1 (stereo unspecified)	1.2	3.2	-1.2	-5.2	-6.4	-8.9	-9.7	1.1	-2.0	-0.3
CCOc1cc(-c2noc(N)c2C#N)cc(OCC)c1OCC	-0.3	-4.8	-0.1	3.1	-6.2	1.3	-41.9	-5.1	-4.9	0.1
CCC(Sc1ccc2nnc(CCNS(=O)(=O)c3ccc(OC)cc3)n2n1)C(=O)OC (stereo unspecified)	4.4	-1.2	1.3	-5.0	-2.8	-4.9	23.8	0.0	8.0	-1.4
O=C(COC(=O)CCOc1ccccc1)NCCC1=CCCCC1	-1.7	-10.6	-1.8	0.3	-1.8	17.0	34.5	-2.1	.	0.2
O=C(NCCCN1CCOCC1)/C(=C/c1ccco1)NC(=O)c1ccccc1	-6.2	-3.8	0.6	-5.2	-1.5	4.9	6.2	-1.5	-4.5	-0.2

Record cards, as listed above. Values in the order: cardiac RTF act, PKA-R2B act, LANA DNA inh, Cardiac RTF inh, Keap1 Nrf2 FP, Rtt109 HAT inh, SR-BI uptake up, DAGLB inh, CAL PDZ FP-1, CAL PDZ FP-2
CCOc1cc(-c2noc(N)c2C#N)cc(OCC)c1OCC is listed as -0.3, -4.8, -0.1, 3.1, -6.2, 1.3, -41.9, -5.1, -4.9, 0.1
Cn1c(N=Cc2ccc([N+](=O)[O-])cc2)c(N)c(=O)n(C)c1=O is listed as -4.9, -2.9, -0.4, -8.5, -3.7, 5.7, -1.0, 3.3, -4.8, -1.0
CCOC(=O)c1ccc(NC(=O)CC2S/C(=N/N=C/c3c[nH]c4ccccc34)NC2=O)cc1 (stereo unspecified) is listed as 1.2, 3.2, -1.2, -5.2, -6.4, -8.9, -9.7, 1.1, -2.0, -0.3

Continuation.
SMILES	cardiac RTF act	PKA-R2B act	LANA DNA inh	Cardiac RTF inh	Keap1 Nrf2 FP	Rtt109 HAT inh	SR-BI uptake up	DAGLB inh	CAL PDZ FP-1	CAL PDZ FP-2
COc1ccccc1N1CCN(c2cc(=O)n(-c3ccc(Cl)cc3)c(=O)[nH]2)CC1	-3.7	0.8	-0.3	-0.2	-0.3	-3.6	8.3	0.0	.	-0.6
Cc1sc2ncnc(SCC(=O)N3CCC(c4noc5ccc(F)cc45)CC3)c2c1C	-6.2	4.6	-1.7	-9.6	-2.2	7.8	22.0	-2.5	.	-1.1
O=C(CSc1nc2ccccc2n1S(=O)(=O)c1cccc([N+](=O)[O-])c1)NCCc1ccccc1	6.3	-2.1	0.9	8.0	-0.1	28.2	24.2	-2.3	-4.7	-1.8
CN(c1ccc(C(=O)N2CCOCC2)cc1)S(=O)(=O)c1cccs1	-3.8	-10.8	0.4	-5.0	-3.3	-1.4	15.7	-4.7	-2.4	-0.6
Cc1c(CC(=O)N2C[C@H]3C[C@@H](C2)c2cccc(=O)n2C3)c(=O)oc2cc3occ(C(C)(C)C)c3cc12	-8.4	6.8	-0.4	-4.5	3.6	8.5	-8.3	-3.0	-5.3	-0.9
Nc1c(-c2nn[nH]n2)cnn1-c1cc(Cl)cc(Cl)c1	3.7	3.2	-1.2	-7.5	3.7	0.1	11.4	0.6	.	-1.4
COc1ccc(Cl)cc1NC(=O)CN1C(=O)NC2(CCCC2)C1=O	-9.7	-6.8	3.0	-5.2	1.6	5.4	11.5	-1.3	-3.3	-0.2
CCC(C)[C@H](NC(=O)NCc1ccc(S(N)(=O)=O)cc1)C(=O)OC (stereo partly specified)	-1.0	-6.2	-0.4	-15.6	-1.0	.	6.4	-2.1	0.4	-1.7
COc1cccc(CC(=O)Nc2nc(-c3ccc(OC)c(OC)c3)cs2)c1	-3.7	3.8	0.8	-2.4	-3.9	12.6	.	-4.8	-0.2	-1.9
COC(=O)c1ccc2c(c1)NC(=O)C(N(CC(C)C)CC(C)C)S2 (stereo unspecified)	0.1	3.6	0.2	-8.0	-0.3	-15.8	.	0.7	6.3	0.2
CCOC(=O)c1cc([N+](=O)[O-])sc1NC(=O)c1ccc(S(=O)(=O)N2CC3(C)CC2CC(C)(C)C3)cc1 (stereo unspecified)	-2.6	-0.3	0.0	-11.8	-0.4	-17.1	-63.8	0.8	-1.9	0.1
O=C(C[C@H]1C[C@H](C(=O)N2CCCCC2)[C@@]2(CCc3ccccc3)c3[nH]c4cc(-c5ccco5)ccc4c3CCN2C1=O)NCc1cccc(C(F)(F)F)c1	0.5	-4.9	-2.5	-7.8	-9.6	3.2	25.1	3.6	-1.5	-0.9
COc1ccccc1Cn1c(=S)[nH]c2cc(C(=O)NCc3cccnc3)ccc2c1=O	1.6	-12.6	2.0	-1.1	0.6	7.6	-4.5	-0.3	-3.3	-0.7
COc1ccc(C(C)(C)C)cc1NC(=O)c1ccc2ncsc2c1	-11.1	-0.4	-0.5	-9.4	-0.7	-2.9	-36.5	-1.6	-3.2	-3.4
Cc1ccc(NC2CCCN(C(=O)c3ccccc3N3CCOCC3)C2)cc1C (stereo unspecified)	-5.5	-0.9	1.4	3.8	2.5	6.2	-3.2	-4.4	-5.6	-1.4
COCCCNC(CC(=O)Nc1cc(C)cc(C)c1)C(=O)O (stereo unspecified)	-2.7	-6.8	1.4	3.2	1.0	-7.0	.	-5.5	-2.8	-2.2
COc1ccc(CN(C)C(=O)COC(=O)c2cnc(Cl)c(Cl)c2)cc1	-5.4	-5.8	-0.4	8.4	-1.7	0.4	32.1	-1.4	.	-1.9
NC(=O)NC(=O)COC(=O)c1ccc2noc(-c3ccccc3)c2c1	4.7	8.9	-0.4	-8.9	-6.9	0.7	.	0.6	.	-2.2
CC(=O)Oc1ccc(C(=O)O)cc1OC(C)=O	6.8	-10.8	2.6	-8.2	-2.3	-2.2	29.0	1.3	-1.0	-2.4
COC(=O)C1=C(C)OC(N)=C(C#N)C1c1ccccc1F (stereo unspecified)	-0.1	-2.9	0.4	-3.1	-3.1	.	5.2	-1.1	0.4	-2.5
O=C(Nc1ccc2oc(=O)ccc2c1)c1ccco1	-6.9	-2.4	1.7	1.4	-1.2	-5.8	-8.5	-0.5	5.6	-0.5
COC(=O)c1ccc(NC(=O)C(=O)N2CCN(C(=S)Nc3ccccc3OC)CC2)cc1	3.9	-6.3	-1.1	5.5	-5.2	6.2	-51.7	-1.0	-2.6	-0.8
S=C(NCCc1ccccc1)Nc1ccc(Nc2ccccc2)cc1	-2.1	-0.9	-2.4	2.1	4.7	14.3	-21.4	0.2	-8.5	0.1
COc1ccc(CNC(=O)CN2CCN(S(=O)(=O)c3cc(Br)ccc3Br)CC2)cc1OC	-0.5	-6.8	0.4	-7.4	-2.0	19.1	-9.0	1.7	.	0.0
Cc1cc(NS(=O)(=O)c2ccc(NC(=O)COc3ccccc3C(C)(C)C)cc2)no1	0.1	1.7	0.4	-5.9	0.2	-0.1	16.8	5.8	-5.2	-0.7
O=C(CSc1nnc(-c2ccc(F)cc2)c2ccccc12)Nc1ccccc1	0.8	0.9	1.4	2.6	-4.0	-0.5	-37.6	-6.5	-0.3	-2.2
Cc1cc(C)c2c(c1)NC(c1cc3c(cc1Br)OCO3)C1CC=CC21 (stereo unspecified)	3.6	5.8	-0.9	-5.9	1.6	14.6	-70.0	-8.0	-7.8	0.7
COc1ccccc1NS(=O)(=O)c1cccc(C(=O)NCC(c2cccs2)N(C)C)c1 (stereo unspecified)	0.5	-6.6	1.7	5.9	-2.8	5.2	-14.2	-1.2	-3.4	-0.7
Cc1cccc2c(C(=O)N3CCCCC3)cc(-c3ccccc3)nc12	6.1	-2.9	-0.6	-8.6	-0.8	11.0	.	-6.1	-6.6	-3.8
CCOc1cc(/C=N/NC(=O)Cn2nc([N+](=O)[O-])cc2C)cc(Br)c1OCc1ccccc1C	-5.8	-0.5	0.4	2.8	0.2	-7.0	-23.5	-1.7	-2.3	0.3
C/C(CCN1CCc2nc(-c3ccccc3)c(-c3ccccc3)cc2C1)=N\O[C@@H](C)c1cc(-c2c(C)cc(C)cc2C)no1	2.6	-5.5	-0.5	1.4	-4.1	9.3	-66.0	-12.2	-15.2	-2.4
CN(CC1CCOCC1)C(=O)CC1C(=O)NCCN1CC(c1ccccc1)c1ccccc1 (stereo unspecified)	-1.6	-9.7	0.7	0.1	-0.3	3.5	-2.4	3.0	-6.7	-2.1
COc1ccc(OCCC(=O)NC2=NCCS2)cc1	-2.9	2.2	0.1	-14.9	-5.6	-10.2	-5.7	-0.2	2.5	-0.7
CCC(Sc1nc(C)cc(=O)[nH]1)C(=O)Nc1nc(-c2ccccc2)cs1 (stereo unspecified)	-0.8	3.5	0.8	-3.5	-0.8	9.1	8.1	5.8	-4.7	-0.6
CCOC(=O)C1CCCN(S(=O)(=O)c2ccc3c4c2CC(=O)N4CC(C)S3)C1 (stereo unspecified)	-3.8	-0.6	0.8	-10.0	2.2	-11.6	-1.8	2.1	.	-0.3
CCCCCCCCCCCCCCC(O)C[N+](C)(CCO)CCO (stereo unspecified)	-11.3	0.9	-2.6	2.8	1.6	-1.1	-0.7	3.4	-4.6	0.0
